# Screens (PubChem)
# 697 NFkB inh = inhibitors of the PMA/ionomycin-induced NF-kB reporter in 697 B cells. 330,000 compounds, 0.33% hits. 697 B-cell NF-kB luciferase reporter, 16 h. AID 435022. inhibition, % at 4 µM; in the data active = inhibition above about 35%
# CHOP UPR activ = activators of apoptotic arm of unfolded protein response (CHOP). activation, % at 10 µM. 330,000 compounds, 0.34% hits. CHO-CHOP luciferase reporter, UPR activation, luminescence; percent of tunicamycin response over DMSO baseline. AID 449763;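 active = at 10 µM dose, activation of 40% or more, normalized to positive control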;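 note: 100% = tunicamycin at 10 µg/mL and 0% = DMSO alone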
#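 System: CHO-CHOP luciferase reporter cell line; amount: 500 cells/well; buffer or medium: F12 medium containing 10% fetal bovine serum; incubation: 6 h compound exposure at 37 °C after overnight seeding; measured by: luciferase luminescence after 10 min with Steady-Glo reagent; evaluation: % reporter activation, DMSO baseline versus tunicamycin full activation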
# APJ ag = APJ receptor agonism. 330,000 compounds, 0.11% hits. CHO-K1 APJ PathHunter beta-arrestin, luminescence; 0% DMSO wells, 100% apelin. activation, % at 20 µM;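 active = activation more than six SD over the plate average, tested at 20 µM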;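 note: 0% = DMSO alone and 100% = apelin-13 at 10 nM; some results filed as inactive read as strong as hits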
#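 Incubation: overnight seeding, 90 min compound at 25 °C, 1 h detection; test system: PathHunter CHO-K1 APJ (AGTRL-1) beta-arrestin reporter cells; amount: 1000 cells/well; doses: one dose, 20 µM compound, 1% DMSO; measured by: beta-gal luminescence; measure: agonist-driven arrestin binding to APJ; benchmarks: negative DMSO alone, positive Apelin-13 at 10 nM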
# UPR XBP1 act = adaptive UPR (XBP1) activation | activation, % at 20 µM | CHO-XBP1 luciferase reporter, IRE1-XBP1 UPR activation, luminescence; percent of tunicamycin response, DMSO as zero | 330,000 compounds, 0.33% hits | AID 463104;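 active = versus positive control, 20 µM dose yields 30% or more activation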;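 note: 100% = tunicamycin at 10 µg/mL and 0% = DMSO only wells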
#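 Material: CHO cell line with stable XBP1 luciferase reporter; schedule: 16-18 h cell attachment at 37 °C, then 6 h compound exposure; signal: glow luminescence from Steady-Glo reagent; medium: serum-containing F12 medium, 10% FBS; benchmarks: tunicamycin 10 µg/mL and vehicle-only wells; read-out: percent activation relative to tunicamycin reference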
# tim23-1 inh = tim23-1 yeast growth inhibition. S. cerevisiae tim23-1 growth, BacTiter-Glo luminescence, 24 h. inhibition, % at 20 µM. 330,000 compounds, 1.3% hits. AID 463212;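 active = growth inhibition of the mutant yeast at or above 50%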;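 note: temperature-sensitive mutant grown at 25 °C; plate controls were DMSO-treated mutant yeast for no effect and medium wells lacking yeast for full effect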
# Jurkat NFkB inh = lowers PMA/ionomycin-induced NF-kB signal in Jurkat cells; 330,000 compounds, 0.53% hits; PMA/ionomycin-induced NF-kB luciferase reporter, luminescence; inhibition, % at 4 µM; in the data active = inhibition above about 50%
# APJ antagonist = antagonists of human APJ apelin receptor. 330,000 compounds, 0.32% hits. CHO-K1 APJ beta-arrestin complementation, luminescence. P35414. inhibition, % at 20 µM. AID 2521;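 active = inhibition above about 40% at 20 µM, limit read from the data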;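 note: cells challenged with 10 nM apelin-13 agonist together with compound; plate controls were apelin-13 plus DMSO wells for no effect and DMSO wells lacking apelin-13 for full effect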
# Mdm2-MdmX inh = inhibitors of human Mdm2/MdmX interaction; O15151+Q00987; SaOS-2 split-luciferase Mdm2/MdmX complementation, luminescence; inhibition, % at 8 µM; 330,000 compounds, 3% hits; AID 485346;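 active = inhibition of at least 50% at 8 µM in the primary screen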
# Target sequence (O15151 whole entry, looked up): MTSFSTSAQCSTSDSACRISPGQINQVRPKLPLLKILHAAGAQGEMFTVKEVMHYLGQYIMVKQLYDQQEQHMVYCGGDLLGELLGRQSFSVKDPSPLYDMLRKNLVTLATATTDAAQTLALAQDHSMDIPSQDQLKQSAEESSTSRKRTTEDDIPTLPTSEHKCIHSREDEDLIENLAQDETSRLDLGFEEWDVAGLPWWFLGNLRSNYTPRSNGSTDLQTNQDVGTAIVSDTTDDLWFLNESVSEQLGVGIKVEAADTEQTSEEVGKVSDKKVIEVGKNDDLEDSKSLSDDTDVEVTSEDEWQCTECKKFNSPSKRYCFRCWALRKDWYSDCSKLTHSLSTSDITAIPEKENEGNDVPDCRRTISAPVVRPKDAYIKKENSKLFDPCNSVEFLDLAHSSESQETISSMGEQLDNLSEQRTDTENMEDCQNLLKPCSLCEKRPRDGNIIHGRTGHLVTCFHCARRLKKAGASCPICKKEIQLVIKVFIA
# Target sequence (Q00987 whole entry, looked up): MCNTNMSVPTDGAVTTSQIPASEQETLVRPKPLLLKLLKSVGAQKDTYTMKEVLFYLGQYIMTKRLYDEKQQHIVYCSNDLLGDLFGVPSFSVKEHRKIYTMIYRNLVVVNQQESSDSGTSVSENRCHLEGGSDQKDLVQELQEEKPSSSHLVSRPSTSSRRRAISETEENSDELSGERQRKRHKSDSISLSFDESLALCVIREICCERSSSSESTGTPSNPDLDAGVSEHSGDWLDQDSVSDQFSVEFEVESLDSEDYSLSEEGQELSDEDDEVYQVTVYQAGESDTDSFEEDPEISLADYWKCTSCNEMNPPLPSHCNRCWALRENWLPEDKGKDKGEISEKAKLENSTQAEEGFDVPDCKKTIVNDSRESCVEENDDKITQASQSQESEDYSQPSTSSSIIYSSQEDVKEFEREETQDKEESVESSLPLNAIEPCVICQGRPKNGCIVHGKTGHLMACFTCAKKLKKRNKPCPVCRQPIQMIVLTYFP
# Numbers without * were called inactive.
SMILES,697 NFkB inh,CHOP UPR activ,APJ ag,UPR XBP1 act,tim23-1 inh,Jurkat NFkB inh,APJ antagonist,Mdm2-MdmX inh
Cc1ccc(CN2CCSCC2)c(C)c1,2,-2.6,-3,-2,4,4,4,13
O=C(NCc1nc2ccccc2[nH]1)c1cccc(S(=O)(=O)N2CCOCC2)c1,15,0.4,-6,-3,2,-8,-7,13
COc1cccc2c1-c1c(O)cccc1C2=O,3,-0.1,1,2,17,-11,6,13
COC(=O)c1[nH]c2c(c1C)C(=O)CC(c1cccs1)C2 (stereo not drawn),0,-1.9,3,7,5,56*,-4,60*
Cn1c(N2CCC(C(N)=O)CC2)nc2c1c(=O)n(Cc1ccc(Cl)cc1)c(=O)n2C,9,-0.5,-4,-3,8,8,11,25
COc1cccc(CNC(=O)C(=O)N2CCC3(CC2)OCCN3S(=O)(=O)c2ccc(C)cc2)c1,0,1.1,-7,-3,18,7,-17,14
COc1ccc(S(=O)(=O)N2CCN(CC(=O)Nc3ccccc3OC)CC2)cc1,-9,-1.3,5,-5,-14,12,7,11
Nc1nc(SCC(=O)N2CCOCC2)n[nH]1,8,-1.4,-1,-1,10,-26,-6,3
CCCc1cc(=O)n2[nH]c(-c3ccc(Br)cc3)cc2n1,-78,-1.6,-4,3,1,-24,-1,-25
N#CCCN(C(=O)CN1C(=O)NC2(CCCC2)C1=O)c1ccccc1F,30,0.1,-2,-2,2,3,22,12
CC1(C)Cc2ccccc2-c2nnc(SCC(=O)N3CCc4ccccc43)n21,7,-0.3,0,2,-6,14,-22,21
Cc1cccc(-n2ncc3c2CCCC3NC(=O)CCc2cccnc2)c1C (stereo not drawn),-22,-1.2,-3,-4,3,1,15,5
COc1c(F)c(F)c(C(=O)O)c(Nc2cc(C)cc(C)c2)c1F,16,0.0,-2,-1,-1,-8,10,15
CCCCc1nc(NCC2CCCO2)c(C#N)c2c1COC(C)(C)C2 (stereo not drawn),-1,-2.5,7,-5,8,-1,21,6
CC(OC(=O)c1oc2ccccc2c1COc1ccccc1)C(=O)NC(N)=O (stereo not drawn),11,0.8,-4,3,13,-10,-1,21
CCOc1ccc(NCCC(=O)c2ccc3c(c2)OCO3)cc1,-43,4.8,-8,2,18,-18,5,4
COCCN1C(=O)N[C@@H](c2ccccc2)C(C(C)=O)=C1C,28,-0.3,-3,-1,-6,6,3,1
O=C(CN1CCC(NC(=O)c2ccccc2F)CC1)Nc1ccc2c(c1)OCCO2,-4,-2.1,-3,-2,-1,2,-8,-23
COCCn1cnc2c1c(=O)n(CC(=O)OCC(=O)NCCCc1ccccc1)c(=O)n2Cc1ccccc1,2,0.8,-1,2,10,11,13,-1
CC(=O)c1cnc(Nc2nc(C)c3ccc(C)cc3n2)nc1C,-23,-0.3,0,0,-20,-11,6,13
CCOP(=O)(OCC)c1nc(-c2ccc(Br)cc2)oc1N1CCCCC1,-2,0.9,-2,-2,42,0,-2,10
COc1ccc(NC2=NCC(=O)N2c2ccccc2F)cc1,-12,-1.5,1,-1,9,-10,5,-20
CC(C)=N/N=C1/NC(=O)C(CC(=O)Nc2cc(Cl)ccc2C)S1 (stereo not drawn),17,-0.5,3,-1,-9,3,11,-17
N#Cc1c(SCC(=O)N2CCCCC2)nsc1SCC(=O)N1CCCCC1,-32,-1.3,1,-3,10,4,-4,2
Cc1ccc(-c2n[nH]c(=O)c3ccccc23)cc1S(=O)(=O)N(C)C,2,0.0,-2,2,18,-1,12,21

# (further entries)
SMILES,697 NFkB inh,CHOP UPR activ,APJ ag,UPR XBP1 act,tim23-1 inh,Jurkat NFkB inh,APJ antagonist,Mdm2-MdmX inh
CC(C)(C)NC(=O)c1ccccc1-c1nc2ccccc2s1,7,-0.2,-5,-1,25,2,11,4
CN(C)c1cccc(NC(=O)CCc2ccccc2)c1,-11,-2.2,1,4,24,-9,-5,-15
CCC(=O)NC(c1ccccc1)c1nc2ccccc2[nH]1 (stereo not drawn),-6,8.2,-2,3,0,-7,6,16
Cc1ccn2c(NC3CCCCC3)c(-c3cccc(SC4CCCCC4)c3)nc2c1,-17,-0.9,-1,-2,25,-1,-4,91*
CCn1cc(CN2CCCC(C(=O)Nc3cccc(-n4cccn4)c3)C2)c(C)n1 (stereo not drawn),5,3.0,1,-4,8,10,-12,2
COc1ccc(-c2nnc(N(C)C(=O)C3CCCO3)s2)cc1 (stereo not drawn),-40,3.6,-3,-4,-1,-69,-2,-39
O=C(CSc1ccc2nnc(CCNC(=O)c3ccccc3)n2n1)Nc1ccccc1,7,-0.1,0,-2,-1,-9,7,-17
Cc1cc(NC(=O)COC(=O)C2CC(=O)N(c3ccc(Cl)cc3)C2)no1 (stereo not drawn),12,1.7,0,0,13,0,8,-3
COc1ccc(C(=O)N2CCN(c3nc4cc(C)ccc4cc3C#N)CC2)c(OC)c1,-9,0.8,7,1,30,-1,2,35
C[C@@H](O)C1NC(=O)[C@H](CCCCN)NC(=O)c2cc([N+](=O)[O-])cc(I)c2NCCC[C@@H](C(N)=O)NC1=O (stereo partly drawn),4,-0.8,6,-2,4,9,-18,10
N#CCC(=O)Nc1ccc(C(=O)OCC(=O)NC(=O)Nc2ccc3c(c2)OCCO3)cc1,-61,1.3,-1,-1,7,-8,-3,-52
O=C(C[n+]1ccccc1)N1CCCc2ccccc21,-1,1.2,-2,-2,2,3,4,4
Cc1oc(C(C)(C)C)cc1C(=O)Nc1cccc(/C=C/C(=O)O)c1,2,2.5,1,0,7,-1,10,10
CN1CCN(S(=O)(=O)c2ccc(Cl)cc2)CC1,-23,-0.9,-2,0,-3,-8,14,15
COc1cc(/C=C/C(=O)OCC(=O)c2c(N)n(C)c(=O)n(C)c2=O)ccc1OC(F)F,-5,2.4,-2,1,2,-10,8,4
CCN(CC(=O)Nc1ccc2c(c1)OCCO2)C(=O)c1cccc(OCC(C)C)c1,9,1.8,-3,-4,28,17,7,-9
CCN(CC)CC(=O)Nc1nc(-c2ccc(Cl)cc2)cs1,-2,-1.3,3,0,12,-6,-2,-5
COc1ccc(OC)c(S(=O)(=O)N(C)CC(=O)N2CCc3ccccc3C2)c1,13,-1.1,-3,-2,8,6,10,1
c1ccc(-c2n[nH]c3c2CCC3)cc1,3,-2.7,-4,2,3,-3,5,13
CCOc1ccc(NC(=O)C2CCCCN2S(=O)(=O)c2ccccc2)cc1 (stereo not drawn),10,1.4,-2,6,28,-6,-3,-32
CN(CCCC(=O)NC1CC(C)(C)NC(C)(C)C1)S(=O)(=O)c1ccc([N+](=O)[O-])cc1,24,-2.7,1,-1,0,-6,-14,0
O=C(Cn1cc2c(n1)CCCC2)NCCCN1CCN(Cc2ccccc2)CC1,10,0.8,-4,0,-1,-5,15,11
CC1CCN(S(=O)(=O)c2ccc(NC(=O)Cn3nnc(-c4ccccc4F)n3)cc2)CC1,-17,0.6,5,-2,20,-5,-6,11
Cc1ccc(NC(=S)NC2CCCCC2)cc1S(=O)(=O)N(C)C,-31,2.4,-3,3,14,-41,-1,-29
COc1ccc(C(=O)N2CCCC(CNC(=O)c3ccccc3Cl)C2)o1 (stereo not drawn),2,2.8,-5,-3,9,2,-5,-7

# 3 of the entries above in order of the Mdm2-MdmX inh value, ascending.
SMILES	697 NFkB inh	UPR XBP1 act	Jurkat NFkB inh	APJ antagonist	Mdm2-MdmX inh
CCOc1ccc(NC(=O)C2CCCCN2S(=O)(=O)c2ccccc2)cc1 (stereo not drawn)	10	6	-6	-3	-32
CN(C)c1cccc(NC(=O)CCc2ccccc2)c1	-11	4	-9	-5	-15
CCn1cc(CN2CCCC(C(=O)Nc3cccc(-n4cccn4)c3)C2)c(C)n1 (stereo not drawn)	5	-4	10	-12	2

# Remaining list, next part:
SMILES,697 NFkB inh,CHOP UPR activ,APJ ag,UPR XBP1 act,tim23-1 inh,Jurkat NFkB inh,APJ antagonist,Mdm2-MdmX inh
CC1(C(=O)NC2CCCCC2)CCC(=O)N1Cc1cccnc1 (stereo not drawn),13,-1.7,-1,-2,-8,8,11,29
COc1ccc2nc(Cl)c(C3CC(c4ccco4)=NN3C(=O)CCC(=O)O)cc2c1 (stereo not drawn),-4,-2.0,0,-4,18,-15,-14,-18
COc1ccccc1-n1c(SCC(=O)N2CCOCC2)nc(O)cc1=O,0,-0.8,18,-8,5,-11,-4,12
O=C(COc1ncnc2sccc12)N1CCc2ccccc2C1,-9,2.9,-3,-1,4,-17,8,6
CC12COC3(C(=O)N4CCN(c5ccccn5)CC4)CC1CCC32C (stereo not drawn),10,1.8,-1,-2,18,10,14,-6
CCN(C(=O)Cn1nnc(-c2ccccc2)n1)C1CCS(=O)(=O)C1 (stereo not drawn),4,-1.5,5,0,11,-3,6,-2
COc1ccc(NC(=O)c2ccc(OC(=S)N(C)c3ccc(OC)cc3)cc2)cc1,-4,-1.3,6,1,10,17,-11,25
O=C(C(=S)N1CCOCC1)c1c[nH]c2ccccc12,15,-0.4,0,1,-6,-1,21,-17
Cc1ccc(S(=O)(=O)NC(=O)Nc2c(C)n(C)n(-c3ccccc3)c2=O)cc1,18,-2.0,3,-3,-13,-1,6,9
O=C(OCc1nnc(-c2ccccc2Br)o1)c1ccco1,-10,0.8,-3,1,10,-6,5,-24
CCNC(=S)N=Nc1c(O)[nH]c2ccc(C(C)C)cc12,-2,1.4,0,1,35,-11,21,32
COc1cccc(/C=C2\CCCCC2=O)c1,1,-1.8,-1,0,23,11,-8,14

# Grouped by structure, those above containing an aryl methoxy group
SMILES,697 NFkB inh,CHOP UPR activ,APJ ag,UPR XBP1 act,tim23-1 inh,Jurkat NFkB inh,APJ antagonist,Mdm2-MdmX inh
COc1cccc2c1-c1c(O)cccc1C2=O,3,-0.1,1,2,17,-11,6,13
COc1cccc(CNC(=O)C(=O)N2CCC3(CC2)OCCN3S(=O)(=O)c2ccc(C)cc2)c1,0,1.1,-7,-3,18,7,-17,14
COc1ccc(S(=O)(=O)N2CCN(CC(=O)Nc3ccccc3OC)CC2)cc1,-9,-1.3,5,-5,-14,12,7,11
COc1c(F)c(F)c(C(=O)O)c(Nc2cc(C)cc(C)c2)c1F,16,0.0,-2,-1,-1,-8,10,15
COc1ccc(NC2=NCC(=O)N2c2ccccc2F)cc1,-12,-1.5,1,-1,9,-10,5,-20
COc1ccc(-c2nnc(N(C)C(=O)C3CCCO3)s2)cc1 (stereo not drawn),-40,3.6,-3,-4,-1,-69,-2,-39
COc1ccc(C(=O)N2CCN(c3nc4cc(C)ccc4cc3C#N)CC2)c(OC)c1,-9,0.8,7,1,30,-1,2,35
COc1cc(/C=C/C(=O)OCC(=O)c2c(N)n(C)c(=O)n(C)c2=O)ccc1OC(F)F,-5,2.4,-2,1,2,-10,8,4
COc1ccc(OC)c(S(=O)(=O)N(C)CC(=O)N2CCc3ccccc3C2)c1,13,-1.1,-3,-2,8,6,10,1
COc1ccc(C(=O)N2CCCC(CNC(=O)c3ccccc3Cl)C2)o1 (stereo not drawn),2,2.8,-5,-3,9,2,-5,-7
COc1ccc2nc(Cl)c(C3CC(c4ccco4)=NN3C(=O)CCC(=O)O)cc2c1 (stereo not drawn),-4,-2.0,0,-4,18,-15,-14,-18
COc1ccccc1-n1c(SCC(=O)N2CCOCC2)nc(O)cc1=O,0,-0.8,18,-8,5,-11,-4,12
COc1ccc(NC(=O)c2ccc(OC(=S)N(C)c3ccc(OC)cc3)cc2)cc1,-4,-1.3,6,1,10,17,-11,25
COc1cccc(/C=C2\CCCCC2=O)c1,1,-1.8,-1,0,23,11,-8,14
